# High-throughput results: PubChem, NMMLSC
# V-ATPase pHluor: regulators of yeast V-ATPase proton pumping, primary screen, pHLuorin cytosolic pH fluorescence. S. cerevisiae. response, % at 10 µM. 0.37% of 350,000 active; in the data active = response mostly above about 7.3%, no sharp cut-off; inactive = mostly below about 5.4%; note: actives read high; inactives centre near 0; some compounds called inactive have numbers as strong as hits; reference of the scale not given here
# * hit, by the source's call. Only part of the results is shown (hit frequency here may not be typical).
SMILES,V-ATPase pHluor
C#CCN(C[C@@H]1[C@@H](OC(=O)NCc2ccccc2)[C@@H](OC(=O)NCc2ccccc2)Cn2c(=O)n(CCCCCC)c(=O)n21)S(=O)(=O)c1ccc(C)cc1,-2
O=C(Cn1nc2sc3ccccc3n2c(=O)c1=O)c1cccs1,3
O=C(Nc1nnc(Cc2ccc(Cl)cc2)s1)c1ccncc1,-2
Cc1nn(C2CCS(=O)(=O)C2)c(C)c1CN(C)C(=O)c1ccc(F)cc1 (configuration not stated),1
CC1=C(C(=O)N(C)C)CC(CC(=O)NCc2cccs2)C(=O)N1Cc1ccccc1 (configuration not stated),2
Cn1nccc1NC(=O)CC1(CC(=O)O)CCCCC1,-1
COc1ccc2nc3n(c(=O)c2c1)-c1ncccc1C(=O)NC3CC(C)C (configuration not stated),-1
C[C@H]1CN([C@@H](C)CO)C(=O)CCCn2nncc2CO[C@@H]1CN(C)S(=O)(=O)c1ccccc1,-1
CC(C)C1C(=O)N(Cc2cn(CCC3OCCO3)nn2)CCS(=O)(=O)N1Cc1ccc(-c2cccc(CO)c2)cc1 (configuration not stated),0
CCCCOc1ccc(-c2c(C#N)c(N)[nH]c(=S)c2C#N)cc1,-1
O=C(COC(=O)c1ccc(F)cc1F)Nc1ccc(S(=O)(=O)N2CCOCC2)cc1,3
CC1NC(=O)c2cccnc2-n2c1nc1cc(F)ccc1c2=O (configuration not stated),0
CCn1nc(NC(=O)C2CCCO2)c2cc3cccc(C)c3nc21 (configuration not stated),3
COC(=O)C[C@H]1C[C@H]2c3cc(NC(=O)CC4CC4)ccc3O[C@H]2[C@H](CO)O1,-1
COC(=O)C1C2CC3c4[nH]c5cc(OC)ccc5c4CCN3CC2CC(OC2CCCCO2)C1OC (configuration not stated),0
CCOC(=O)C1CCN(S(=O)(=O)c2ccc(-c3ccccn3)s2)CC1,1
COc1ccc(Br)cc1/C=N/NS(=O)(=O)c1ccccc1,0
CCN(CC)C(=O)C1=C(C)N(CCCOC)C(=O)C(CC(=O)NC2CC2)C1 (configuration not stated),0
CCN(CC)C(=O)C1=C(C)N(CCC2=CCCCC2)C(=O)C(CC(=O)NC(c2ccccc2)c2ccccc2)C1 (configuration not stated),1
COc1ccc(/C=C2\SC(=S)N(CC(=O)N3CCN(C)CC3)C2=O)cc1,-1
CC(C)C1C(=O)N(Cc2cn(CCC3OCCCO3)nn2)CCS(=O)(=O)N1Cc1ccc(-c2ccc(Cl)cc2)cc1 (configuration not stated),1
O=S1(=O)CCN(Cc2ccncc2)CC1,-2
C[C@@H]1CN([C@@H](C)CO)S(=O)(=O)c2ccc(Br)cc2O[C@@H]1CN(C)C(=O)C1CC1,0
Brc1cnc2nc(SCc3nc4ccccc4[nH]3)[nH]c2c1,-4
Cc1ccc(Cc2c(-c3ccccc3)nc3ccc(Br)cn23)cc1,3
SMILES,V-ATPase pHluor
CN1CCN(C(=O)C[C@H]2C[C@H]3c4cc(NC(=O)NC5CCCCC5)ccc4O[C@H]3[C@@H](CO)O2)CC1,1
Cc1cc(C)nc(NS(=O)(=O)c2ccc(NS(=O)(=O)c3ccsc3)cc2)n1,6
O=C(COC(=O)Cc1ccccc1F)NCc1ccccc1Cl,2
O=C1OCCC1=COCCCCOC=C1CCOC1=O,0
Cc1ccc(-c2nc3ccc(Cl)cn3c2CC(C)(C)C)cc1,4
COc1cccc(-c2ccc3c(c2)O[C@H](CN(C)C(=O)c2ccccc2F)[C@H](C)CN([C@H](C)CO)S3(=O)=O)c1,1
O=C(N/N=C/c1ccc(-c2ccc([N+](=O)[O-])cc2)o1)c1cccnc1,2
CCOC(=O)CSc1nnc(Cn2nnc3ccccc32)n1-c1ccc(F)cc1,3
COC(=O)C[C@H]1C[C@@H]2c3cc(NC(=O)CN(C)C)ccc3O[C@@H]2[C@H](CO)O1,2
C[C@@H]1CCCCO[C@H](CN(C)Cc2ccc(Cl)c(Cl)c2)[C@H](C)CN([C@@H](C)CO)C(=O)c2cc(NC(=O)Nc3ccc(F)cc3)ccc2O1,0
CC1SCC(NC(=O)c2ccccc2Cl)CS1 (configuration not stated),-1
CCN(CC)C(=O)C1=C(C)N(CCCOC)C(=O)C(CC(=O)NCC2CCCCC2)C1 (configuration not stated),1
Cc1ccc([C@H]2C[C@H](O)[C@@H](n3cc(-c4ccc(F)cc4)nn3)CN2CC2CCCCC2)cc1,3
CCN(CC)C(=O)C1=C(C)N(Cc2ccc(C(C)(C)C)cc2)C(=O)C(CC(=O)NCCCN(C)C)C1 (configuration not stated),-2
CC(=O)Nc1ccc(S(=O)(=O)NC(C)C(=O)OCC(=O)Nc2ccc(F)cc2Cl)cc1 (configuration not stated),2
O=C(COC(=O)Cc1c[nH]c2ccccc12)Nc1ccc(Cl)cc1,1
CC(=Nc1ccccc1)C1=C(O)C(Cc2ccc(F)cc2)NC1=O (configuration not stated),0
C[C@@H]1CN([C@H](C)CO)S(=O)(=O)c2ccc(C3=CCCCC3)cc2O[C@H]1CN(C)C(=O)Cc1cccnc1,1
O=C1CS/C(=N/N=C/c2ccncc2)N1,1
COc1ccc(NC(=O)CCNC(=O)C2CCN(S(=O)(=O)c3ccccc3)CC2)cc1OC,4
C=CCNC(=O)CSc1ncc2c(n1)-c1c(csc1SC)CC2,1
COCC#Cc1cnc2c(c1)C(=O)N([C@H](C)CO)C[C@H](C)[C@@H](CN(C)S(=O)(=O)c1ccccc1)O2,-2
C[C@@H]1CN([C@@H](C)CO)C(=O)CCCn2cc(nn2)CO[C@H]1CN(C)S(=O)(=O)c1cn(C)cn1,0
N#Cc1ccccc1OCC(=O)Nc1nc(-c2ccccn2)cs1,0
COc1ccc2c(c1)CCO[C@]21O[C@H](CCO)C[C@H](O)[C@H]1O,2

# Entries above containing a tert-butyl group:
SMILES,V-ATPase pHluor
Cc1ccc(-c2nc3ccc(Cl)cn3c2CC(C)(C)C)cc1,4
CCN(CC)C(=O)C1=C(C)N(Cc2ccc(C(C)(C)C)cc2)C(=O)C(CC(=O)NCCCN(C)C)C1 (configuration not stated),-2

# (list continues)
SMILES,V-ATPase pHluor
COc1ccc(C(C)=O)c(OCC(=O)NCCC2=CCCCC2)c1,-2
COc1ccc(CN2C(=O)C(CC(=O)NCCc3ccccn3)CC(C(=O)N(C)C)=C2C)cc1 (configuration not stated),0
CC(=O)/C(=N/Nc1ccccc1[N+](=O)[O-])N1CCCc2ccccc21,0
FC(F)(F)c1nc2nccnc2[nH]1,1
CCOc1ccccc1OCC(=O)NC1CCSc2ccccc21 (configuration not stated),0
COC(=O)c1cc(N/C(N)=N/c2nc(C)cc(C)n2)cc(C(=O)OC)c1,3
CC(C)COC(=O)N(C)C[C@H]1OCc2cnnn2CCCC(=O)N([C@H](C)CO)C[C@@H]1C,2
O=c1[nH]c(-c2ccccc2)cnc1-c1ccccc1,1
O=C(C1CCCCC1)N1C[C@@H](O)[C@H](n2cc(-c3ccc(F)cc3)nn2)C[C@@H]1c1ccc(Cl)cc1,0
CCN(CC)S(=O)(=O)c1ccc(N2CCOCC2)c(NC(=O)c2nn(C(C)C)c(=O)c3ccccc23)c1,-2
CC1C(c2ccccc2)OCCN1C=NC#N (configuration not stated),2
COc1ccccc1N1CCN(CCC(=O)Nc2cccc(F)c2)CC1,-1
NC(=O)C1CCN(C(=O)Nc2csc3ccccc23)CC1,-4
Cc1ccc2cc(CNC[C@H]3O[C@@H](n4cc(C)c(=O)[nH]c4=O)C[C@@H]3O)c(N3CCOCC3)nc2c1,-2
CC(C)COC(=O)N(C)C[C@H]1OCc2cn(nn2)CCCC(=O)N([C@H](C)CO)C[C@@H]1C,0
C[C@H]1CN(C2CCCCC2)C(=O)[C@@H]1CC(=O)Nc1ccccc1,0
NS(=O)(=O)c1cccc(NC(=O)CSc2nnc(NC3CC3)s2)c1,-6
CCc1ccc([C@@H]2C[C@H]3[C@@H](CN2S(=O)(=O)c2ccc(C)cc2)C(=O)C[C@@H](c2ccccc2)N3S(=O)(=O)c2ccc(C)cc2)cc1,-2
O=C1CC(SC(=S)C2CCCC2=O)C(=O)N1 (configuration not stated),-2
CCn1c2ccccc2c2cc(C#N)c(N)nc21,0
CCCC1NC(=O)c2cc3ccccc3cc2-n2c1nc1cc(F)ccc1c2=O (configuration not stated),2
O=C(NCc1ccccc1F)C1CC(=O)N(Cc2ccco2)C1 (configuration not stated),-1
CC1=C(C(=O)N(C)C)CC(CC(=O)NCC2CCCCC2)C(=O)N1Cc1ccc(C(C)(C)C)cc1 (configuration not stated),2
Cc1ccsc1C(=O)NCc1ccc(Cl)cc1,-2
CN(Cc1ccccc1)C(=O)C(=O)c1c[nH]c2ccccc12,-2
SMILES,V-ATPase pHluor
CNC[C@@H]1Oc2cc(Br)ccc2S(=O)(=O)N([C@H](C)CO)C[C@H]1C,0
CC1(C)N=C(N)N=C(N)N1c1ccc(OCC(=O)N2CCOCC2)cc1,0
O=c1[nH]cc(CCCc2ccccc2)c(=O)[nH]1,2
C[C@H]1CCCCO[C@H](CN(C)S(=O)(=O)c2cn(C)cn2)[C@@H](C)CN([C@@H](C)CO)C(=O)c2cc(NS(=O)(=O)c3ccccc3)ccc2O1,-2
C[C@H](CO)N1C[C@H](C)[C@@H](CN(C)S(=O)(=O)c2ccccc2F)OCc2cnnn2CCCC1=O,0
Cc1ncoc1C(=O)NC1CCCc2c1cnn2-c1cc(F)cc(F)c1 (configuration not stated),4
CC(C)CCN1CCC[C@]2(N[C@H](c3ccccc3)[C@@H]3C(=O)N(Cc4ccccc4)C(=O)[C@@H]32)C1=O,5
COc1ccc(CNC(=O)C2CCCN2C(=O)Nc2cccc(Cl)c2)cc1 (configuration not stated),-1
C[C@@H]1CCCCO[C@@H](CN(C)S(=O)(=O)c2ccc(F)cc2)[C@@H](C)CN([C@H](C)CO)C(=O)c2cc(N(C)C)ccc2O1,2
O=C(O)CCCC(=O)Nc1ccc(Oc2cccc(C(F)(F)F)c2)nc1,1
C[C@@H]1CN([C@@H](C)CO)S(=O)(=O)c2ccc(Br)cc2O[C@@H]1CN(C)C(=O)c1ccccn1,3
CCOC(=O)C1=NNC2(c3ccc(C)cc3)C(=O)N(c3ccccc3)C(=O)C12 (configuration not stated),-1
O=C1Nc2ccccc2N=C(c2ccccc2)c2ccccc21,-3
Cc1cc(C(F)(F)F)nc(NNc2nc(C)cc(C(F)(F)F)n2)n1,4
Nc1ccccc1N1C(=O)c2cccc3cccc(c23)C1=O,-1
COC(=O)/C(=C\C(=O)c1ccc([N+](=O)[O-])cc1)Nc1ccc(OC)cc1,-5
COc1cc(OC)nc(/N=C/NO)n1,-2
Nc1c(Cl)c(Cl)nc(C(=O)N/N=C/c2cccnc2)c1Cl,-3
O=C(O)c1ccccc1C(=O)N1CCc2c([nH]c3ccccc23)C1C(F)(F)F (configuration not stated),-3
C#Cc1cccc(C(=O)N(Cc2cccnc2)CC2CCCN(C3CCCCC3)C2)c1 (configuration not stated),1
CN1CCn2cnc(C(=O)NCc3ccccc3)c2C1=O,-1
CC(OCC(O)CN1CCN(S(=O)(=O)c2ccc(Cl)cc2)CC1)c1ccc(Cl)cc1 (configuration not stated),1
C[C@@H]1CN([C@H](C)CO)C(=O)CCCn2nncc2CO[C@H]1CN(C)C(=O)Nc1ccnc(N2CCOCC2)c1,5
CC(C)(C)N/C=C(\C#N)S(=O)(=O)c1ccc(Br)cc1,-3
Cc1ccc(-n2cnc3c(sc4nc(N5CCOCC5)c5c(c43)CCCC5)c2=O)cc1,0

# Reprinted from the part before: 5 compounds, followed by the next part.
SMILES,V-ATPase pHluor
CN1CCn2cnc(C(=O)NCc3ccccc3)c2C1=O,-1
CC(OCC(O)CN1CCN(S(=O)(=O)c2ccc(Cl)cc2)CC1)c1ccc(Cl)cc1 (configuration not stated),1
C[C@@H]1CN([C@H](C)CO)C(=O)CCCn2nncc2CO[C@H]1CN(C)C(=O)Nc1ccnc(N2CCOCC2)c1,5
CC(C)(C)N/C=C(\C#N)S(=O)(=O)c1ccc(Br)cc1,-3
Cc1ccc(-n2cnc3c(sc4nc(N5CCOCC5)c5c(c43)CCCC5)c2=O)cc1,0
O=C(CN1C(=O)CSc2ccc(S(=O)(=O)N3CCOCC3)cc21)NCc1c(F)cccc1Cl,2
CN(Cc1cc(Cl)cc(Cl)c1)[C@H]1C[C@H]2c3[nH]c4ccccc4c3CCN2C(=O)[C@H]1CO,1
COCCCN1C(=O)C(CC(=O)NCc2cccs2)CC(C(=O)N2CCOCC2)=C1C (configuration not stated),-2
COCOCCn1cc(CN2CCS(=O)(=O)N(Cc3ccc(-c4ccc(Cl)c(Cl)c4)cc3)C(C)C2=O)nn1 (configuration not stated),1
COc1ccc(CN2C(=O)C(CC(=O)NC3CCCC3)CC(C(=O)N(C)C)=C2C)cc1 (configuration not stated),-2
CC(=O)Nc1cccc(C(=O)Nc2cc(C(F)(F)F)ccc2-n2cncn2)c1,2
O=C(NCCN1CCOCC1)C(=O)NCC1OCCN1S(=O)(=O)c1ccc(Cl)cc1 (configuration not stated),0
Cc1ccc(S(=O)(=O)N(C)C[C@H]2OCc3cnnn3CCCC(=O)N([C@@H](C)CO)C[C@H]2C)cc1,0

# Gathered by group, the compounds so far containing bromine
SMILES,V-ATPase pHluor
COc1ccc(Br)cc1/C=N/NS(=O)(=O)c1ccccc1,0
C[C@@H]1CN([C@@H](C)CO)S(=O)(=O)c2ccc(Br)cc2O[C@@H]1CN(C)C(=O)C1CC1,0
Brc1cnc2nc(SCc3nc4ccccc4[nH]3)[nH]c2c1,-4
Cc1ccc(Cc2c(-c3ccccc3)nc3ccc(Br)cn23)cc1,3
CNC[C@@H]1Oc2cc(Br)ccc2S(=O)(=O)N([C@H](C)CO)C[C@H]1C,0
C[C@@H]1CN([C@@H](C)CO)S(=O)(=O)c2ccc(Br)cc2O[C@@H]1CN(C)C(=O)c1ccccn1,3
CC(C)(C)N/C=C(\C#N)S(=O)(=O)c1ccc(Br)cc1,-3

# Four entries out of the list above, arranged by the value under V-ATPase pHluor, highest first:
SMILES,V-ATPase pHluor
O=C(CN1C(=O)CSc2ccc(S(=O)(=O)N3CCOCC3)cc21)NCc1c(F)cccc1Cl,2
COCOCCn1cc(CN2CCS(=O)(=O)N(Cc3ccc(-c4ccc(Cl)c(Cl)c4)cc3)C(C)C2=O)nn1 (configuration not stated),1
O=C(NCCN1CCOCC1)C(=O)NCC1OCCN1S(=O)(=O)c1ccc(Cl)cc1 (configuration not stated),0
COCCCN1C(=O)C(CC(=O)NCc2cccs2)CC(C(=O)N2CCOCC2)=C1C (configuration not stated),-2
